Source: PubChem
Runt-SMMHC FRET – blocks binding of human RUNX1 Runt domain to CBFb-SMMHC. Q01196+Q13951. inhibition, % at 20 µM. Cerulean-Runt/Venus-CBFb-SMMHC FRET ratio 530/480, 1 h. AID 1434. 220,000 tested, 0.74% active;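 active = mean inhibition across duplicate retests at 20 µM reaching about 50%, limit read from the data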;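 also: 0% = DMSO wells and 100% = wells with excess untagged CBFb-SMMHC; inhibitors lower the FRET ratio by blocking Runt binding to CBFb-SMMHC; some results filed as inactive read as strong as hits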
NCF1 inh – inhibitors of human p47phox binding; P14598; p47phox/p22phox peptide binding, fluorescence polarization, 2 h; inhibition, % at 24.7 µM; 220,000 tested, 0.53% active;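 active = inhibition above about 30%, limit read from the data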;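 also: 0% = p47phox with labelled peptide and 100% = labelled peptide alone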
Calpain2 inh – inhibitors of pig calpain II; 220,000 tested, 0.37% active; AID 1236; inhibition, % at 16 µM; purified calpain II, fluorogenic peptide substrate, 30 min;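 active = inhibition above about 50%, limit read from the data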
Tb hexokinase – T. brucei hexokinase 1 inhibition; inhibition, % at 10 µM; AID 1430; recombinant TbHK1, G6PDH-coupled NADH A340; 220,000 tested, 0.11% active;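 active = inhibition of 50% or more in the single-dose primary screen; inactive = inhibition below 50%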
p97 ATPase inh – inhibitors of human p97 ATPase; 220,000 tested, 0.42% active; recombinant p97 ATPase, Kinase-Glo ATP luminescence, 3 h; inhibition, % at 8 µM; P55072; in the data active = inhibition above about 15%;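 also: 0% = DMSO vehicle and 100% = wells lacking enzyme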
Target sequence (P55072 whole entry, looked up): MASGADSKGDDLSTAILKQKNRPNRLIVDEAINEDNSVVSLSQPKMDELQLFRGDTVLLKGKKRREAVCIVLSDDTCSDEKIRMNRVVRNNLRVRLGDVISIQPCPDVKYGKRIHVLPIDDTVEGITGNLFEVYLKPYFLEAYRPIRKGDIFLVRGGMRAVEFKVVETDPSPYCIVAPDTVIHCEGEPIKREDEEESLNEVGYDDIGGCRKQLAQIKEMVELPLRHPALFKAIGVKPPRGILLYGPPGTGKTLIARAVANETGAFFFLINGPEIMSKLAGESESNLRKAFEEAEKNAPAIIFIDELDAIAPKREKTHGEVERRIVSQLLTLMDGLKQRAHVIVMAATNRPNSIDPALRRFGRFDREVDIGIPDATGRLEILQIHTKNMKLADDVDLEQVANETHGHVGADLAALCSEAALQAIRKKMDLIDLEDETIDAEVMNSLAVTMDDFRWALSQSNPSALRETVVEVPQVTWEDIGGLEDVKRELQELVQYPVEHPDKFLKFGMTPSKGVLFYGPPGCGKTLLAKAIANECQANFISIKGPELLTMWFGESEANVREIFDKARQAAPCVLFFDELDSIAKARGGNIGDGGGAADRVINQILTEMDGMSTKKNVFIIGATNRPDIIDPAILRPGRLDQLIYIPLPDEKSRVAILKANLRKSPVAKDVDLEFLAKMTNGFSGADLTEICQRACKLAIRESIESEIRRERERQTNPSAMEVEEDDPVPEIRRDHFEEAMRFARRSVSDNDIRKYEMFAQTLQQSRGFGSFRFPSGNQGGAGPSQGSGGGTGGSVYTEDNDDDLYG
Furin inh – human furin inhibition; 220,000 tested, 0.061% active; purified furin, fluorogenic substrate cleavage; inhibition, % at 30 µM; in the data active = inhibition above about 25%; also: inactives centre near -15
Runt-CBFb FRET – Runt domain-CBFb interaction inhibition; Q01196+Q13951; Cerulean-Runt/Venus-CBFb FRET ratio 530/480, 1 h; inhibition, % at 20 µM; 220,000 tested, 0.46% active; AID 1496;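 active = inhibition over about 50% at 20 µM in the single-dose screen, limit read from the data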;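 also: 0% = DMSO wells and 100% = excess unlabeled CBFb competitor control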
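Assay system: Cerulean-tagged RUNX1 Runt domain (FRET donor) fusion protein / Amount: 100 nM each of Venus-CBFb and Cerulean-Runt domain / Medium: Tris buffer pH 7.5 with salts and BSA / Also added: Venus-CBFb 100 nM / Schedule: 1 h complex formation plus 1 h compound treatment, room temperature / Signal: FRET fluorescence / Read-out: loss of energy transfer signal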
EBV gp42 inh – blocks Epstein-Barr virus glycoprotein 42 binding; Q1HVG2; Fluorescence polarization binding assay, mP read-out; inhibition, % (tested at 21.74 µM); 220,000 tested, 0.42% active; AID 1085; in the data active = inhibition above about 50%
Target sequence (Q1HVG2 whole entry, looked up): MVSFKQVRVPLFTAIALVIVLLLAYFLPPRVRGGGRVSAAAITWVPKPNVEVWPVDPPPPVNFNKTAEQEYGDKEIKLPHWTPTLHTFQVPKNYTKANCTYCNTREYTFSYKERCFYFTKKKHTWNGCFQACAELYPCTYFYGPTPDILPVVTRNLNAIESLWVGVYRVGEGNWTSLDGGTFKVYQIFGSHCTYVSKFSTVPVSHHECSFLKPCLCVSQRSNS
RBBP9 inhibitor – inhibitors of human serine hydrolase RBBP9 | AID 1515 | recombinant RBBP9, FP-Rh probe fluorescence polarization | 220,000 tested, 0.2% active | inhibition, % at 7.94 µM;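 active = inhibition above the campaign mean of all tested compounds plus 3 SD, cut at about 14% in these data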;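 also: plate controls were DMSO wells with RBBP9 for no effect and wells lacking RBBP9 protein for full effect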
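System: RBBP9 protein / Buffer or medium: Tris/NaCl buffer pH 8.0 with 0.1% Pluronic / Probe or stimulus: Serine-hydrolase probe FP-Rh, 375 nM pre-mixing / Dosing: 7.94 µM single dose, 0.794% DMSO / Times: enzyme-compound preincubation 30 min, then probe labeling 45 min, 25 °C / Technique: fluorescence polarization (mP), excitation 525 nm, emission 598 nm / Replication: singlicate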
Active calls of the source: *; i = inactive; / = not tested or not shown; [ ] = remark or other dose.

SMILES	Runt-SMMHC FRET	NCF1 inh	Calpain2 inh	Tb hexokinase	p97 ATPase inh	Furin inh	Runt-CBFb FRET	EBV gp42 inh	RBBP9 inhibitor
CC(C)NC(=O)c1ccc(-c2ccccc2C(F)(F)F)o1	2	-9	3	0	1	-24[20 µM]	-1	-12	-8
O=C(Cc1ccc(F)cc1)N/N=C/c1ccccn1	5	0	-12	-14	-4	-17	1	10	-8
Cn1nccc1CNC(=O)c1ccnn1C	-8	-6	-7	-2	2	-28	-1	-16	-10
CN1C(=O)C(O)(CC(=O)c2ccc3c(c2)OCO3)c2ccccc21 (stereo not given)	-6	5	-44	-7	6	-22[20 µM]	-1	-11	-13
CCn1c(SCC(=O)Nc2nccs2)nnc1-c1ccc(S(=O)(=O)N2CCCCCC2)cc1	-4	2	-12	-8	1	-6[20 µM]	1	-15	-10
COc1ccc2c(c1)Cc1sc(NC(C)=O)nc1-2	15	-9	-16	-6	13	16[20 µM]	11	-9	5
CCNC(=O)CN(c1ccc(C)cc1)S(=O)(=O)c1ccccc1	-2	-8	-10	1	0	-19[20 µM]	2	-14	5
CC(C)c1ccc(/C=C2\SC(N3CCCC3)=NC2=O)cc1	-3	-8	38	-45	-4	3	-1	3	-8
COc1ccc(-c2cc(C(=O)NCc3ccccc3)no2)cc1OC	0	-5	9	4	0	-28	-2	-17	-6
Cc1cc(C)n2nc(N)c(N=Nc3ccc4c(c3)OCO4)c2n1	-18	4	-11	-8	-2	-15	-17	-2	-6
CCN(C(=O)COc1ccccc1[N+](=O)[O-])C1CCS(=O)(=O)C1 (stereo not given)	-1	-8	14	-4	0	-15	-1	-18	-3
CC(C)Nc1nc(-c2ccccc2)nc(-n2ccnc2)n1	4	-17	16	1	8	-26	-4	7	3
COc1ccc(C(=O)C2CCCN(C3Cc4ccccc4C3)C2)cc1OC (stereo not given)	/	1	-37	-9	-2	-25	/	-18	-6
COc1ccc(NC(=O)CN2CCN(S(=O)(=O)c3ccc(Cl)cc3)CC2)cc1	1	-7	-14	0	-2	-19[20 µM]	-4	-13	-6
Cc1ccc(S(=O)(=O)N2CCOCC2)cc1NC(=O)CNCc1ccccn1	4	-10	-21	-6	6	-28	2	5	-7
CSc1nsc(/C=C/Nc2ccc(Cl)cc2)c1C#N	-5	-39	-66	-1	6	-22	1	-9	-5
Cc1noc(C)c1-c1nnc(-c2ccc(C(F)(F)F)cc2)o1	0	-15	9	6	-3	-7	-2	-11	-9
COc1cc(OC)cc(-c2cc3nc(C)c(CCC(=O)NC(C)CCc4ccco4)c(C)n3n2)c1 (stereo not given)	-4	/	/	-15	-3	-29[20 µM]	-2	/	-3
CCOC(=O)c1cnn(-c2ccc(C(C)C)cc2)c1NC(=O)C1CCC1	1	-9	0	2	-1	-37[20 µM]	-4	-6	-7
COC(=O)C(C)NC(=S)N1CCN(c2c(F)cc3c(=O)c(C(=O)O)cn(C4CC4)c3c2OC)CC1C (stereo not given)	-6	-7	12	-42	9	-1	0	-15	-3
O=C(CCCn1c(=O)c2ccccc2n(Cc2cccc(F)c2)c1=O)NC1CCN(Cc2ccccc2)CC1	0	-3	-49	-7	1	-15	-4	-8	-10
O=C(Nc1nc2ccccc2[nH]1)c1ccccc1F	2	-14	-36	2	-93	-13	-2	-8	3
O=C(COC(=O)c1ccc(Cl)nc1)c1ccc2c(c1)OCCO2	-4	-12	-17	-4	0	-18	-2	-5	-7
Cc1ccc(S(=O)(=O)NNC(=O)C(=O)NNc2ccccn2)cc1	-1	-5	23	10	2	-4[20 µM]	3	-7	2
Cc1nnc(NC(=O)NC(C)N2C(=O)C3C4C=CC(C4)C3C2=O)s1 (stereo not given)	0	-13	-21	-1	-2	-25	-2	-16	-5

Nine compounds out of the list, ordered by heavy-atom count, falling:
SMILES	Runt-SMMHC FRET	NCF1 inh	Calpain2 inh	Tb hexokinase	p97 ATPase inh	Furin inh	Runt-CBFb FRET	EBV gp42 inh	RBBP9 inhibitor
COC(=O)C(C)NC(=S)N1CCN(c2c(F)cc3c(=O)c(C(=O)O)cn(C4CC4)c3c2OC)CC1C (stereo not given)	-6	-7	12	-42	9	-1	0	-15	-3
CCn1c(SCC(=O)Nc2nccs2)nnc1-c1ccc(S(=O)(=O)N2CCCCCC2)cc1	-4	2	-12	-8	1	-6[20 µM]	1	-15	-10
COc1ccc(NC(=O)CN2CCN(S(=O)(=O)c3ccc(Cl)cc3)CC2)cc1	1	-7	-14	0	-2	-19[20 µM]	-4	-13	-6
COc1ccc(C(=O)C2CCCN(C3Cc4ccccc4C3)C2)cc1OC (stereo not given)	/	1	-37	-9	-2	-25	/	-18	-6
CCOC(=O)c1cnn(-c2ccc(C(C)C)cc2)c1NC(=O)C1CCC1	1	-9	0	2	-1	-37[20 µM]	-4	-6	-7
CN1C(=O)C(O)(CC(=O)c2ccc3c(c2)OCO3)c2ccccc21 (stereo not given)	-6	5	-44	-7	6	-22[20 µM]	-1	-11	-13
CC(C)c1ccc(/C=C2\SC(N3CCCC3)=NC2=O)cc1	-3	-8	38	-45	-4	3	-1	3	-8
O=C(Cc1ccc(F)cc1)N/N=C/c1ccccn1	5	0	-12	-14	-4	-17	1	10	-8
COc1ccc2c(c1)Cc1sc(NC(C)=O)nc1-2	15	-9	-16	-6	13	16[20 µM]	11	-9	5

New compounds follow:
SMILES	Runt-SMMHC FRET	NCF1 inh	Calpain2 inh	Tb hexokinase	p97 ATPase inh	Furin inh	Runt-CBFb FRET	EBV gp42 inh	RBBP9 inhibitor
CCCn1c(C)cc(/C=C(\C#N)C(=O)OCC(=O)Nc2cccc(OC)c2)c1C	-18	-12	-82	21	-5	-1	0	-19	-8
CCC(c1nnnn1C1CCCC1)N1CCC(C(N)=O)CC1 (stereo not given)	0	5	36	7	-5	-18	1	6	-10
CCOc1cc(CN2CCC(CO)(Cc3cccc(C(F)(F)F)c3)CC2)ccc1OC	-1	-9	12	-11	0	-19	-3	-1	-3
O=[N+]([O-])c1ccccc1SNc1ccccn1	-2	-5	-15	-7	1	-26	1	-4	-10
O=c1c([N+](=O)[O-])c(N2CCCC2)c2ccccc2n1-c1ccccc1	/	1	-4	-13	3	-12	/	-7	-2
CC(CC(=O)Nc1ccc(F)c([N+](=O)[O-])c1)c1ccccc1 (stereo not given)	0	-1	19	-2	2	-15	-6	-9	-7
O=C(NCCN1CCCC1)c1cccc(Cl)c1	-1	-15	-20	0	2	-31	1	-9	2
O=C(Nc1ccccc1)N1CCN(c2cccc(C(F)(F)F)c2)CC1	0	-19	0	-4	-5	-6[20 µM]	-1	-9	-4
CC1=CC(C)(C)Nc2ccc(OC(=O)C(Cc3ccccc3)N3C(=O)c4ccccc4C3=O)cc21 (stereo not given)	1	-14	-30	-15	4	-12	1	-7	1
O=C(Cc1ccccc1)Nc1c(C(=O)N2CCCCCC2)cnn1-c1ccccc1	10	-13	-5	0	0	-12[20 µM]	-2	-11	0
COc1c(F)c(F)c(-c2csc(N)n2)c(F)c1F	/	/	/	3	-1	-20[20 µM]	/	/	9
COc1ccc(NC(=O)CC2SC(=NCC3CCCO3)NC2=O)cc1 (stereo not given)	4	3	-15	-1	-5	2	-2	3	-11
CCn1cc(C(=O)NCc2cccs2)c(=O)c2cc(S(=O)(=O)N3CCOCC3)ccc21	-6	-8	8	-11	-1	-3	1	-5	1
Cc1ccc2nsnc2c1NC(=O)CCl	1	-1	-43	-6	8	-20	0	-7	1
Clc1ccc(OCc2nnc3n2CCCCC3)c(Cl)c1	-6	4	11	-6	3	-4	5	-11	-6
O=S(=O)(c1cnc[nH]1)N1CCN(c2ccccc2)CC1	0	-1	-33	4	-3	-32	2	-3	-4
CCOc1cccc2c1OC1(C)CC2NC(=O)N1c1cccc(Cl)c1 (stereo not given)	0	-9	-23	-10	-1	-18	-4	-7	-2
Cc1cc2nc(C3CCN(C(=S)NCC(C)C)CC3)[nH]c2cc1C	-4	-6	-4	-17	-7	-13	-2	6	-4
CC(C)C(=O)NNC(=O)CSc1nc(C2CCCCC2)nc2ccccc12	5	22	20	-7	-1	-8	2	9	-7
Cc1ccccc1NC(=O)c1ccc([N+](=O)[O-])o1	0	-2	-18	-3	4	-19	-1	-15	-7
CCOc1[nH]n(-c2ccccc2)c(=O)c1C=Nc1ccc(OC)cc1	-4	10	-9	-21	2	-5	-3	1	-3
O=C(NCc1ccccc1)Nc1cccn(Cc2ccc(Cl)cc2)c1=O	6	-1	0	4	-3	-3	5	13	-7
CCCCNc1ccccc1C(=O)OCC(=O)Nc1ccc(S(N)(=O)=O)cc1	6	-10	-279	-4	-1	-19[20 µM]	0	-6	-6
O=C(c1cccc(F)c1)N1CCN(c2ccc([N+](=O)[O-])c(N3CCOCC3)c2)CC1	-3	9	1	-5	1	-9	-7	-3	4
NS(=O)(=O)c1ccc(N2C(=O)C3CC=CCC3C2=O)cc1 (stereo not given)	-3	-2	17	13	0	-11	1	-4	-1

New compounds follow.
SMILES	Runt-SMMHC FRET	NCF1 inh	Calpain2 inh	Tb hexokinase	p97 ATPase inh	Furin inh	Runt-CBFb FRET	EBV gp42 inh	RBBP9 inhibitor
CCOC(=O)c1c(P(=O)(N2CCOCC2)N2CCOCC2)noc1N	-1	1	7	-6	-3	-26	-2	-16	-8
Cc1ccc(C(=O)N[C@H](C(=O)OCc2cc(=O)oc3cc(C)ccc23)C(C)C)cc1	-2	1	-23	-3	8	-24	0	-4	-5
COc1ccc(Cl)cc1NC(=O)C(OC)c1ccccc1 (stereo not given)	-4	3	14	3	-1	-10	2	3	-3
CCOCC(=O)Nc1nc2ccccc2s1	-2	6	19	-1	10	-7[20 µM]	0	4	11
Cc1ccc(/C(O)=C/c2nc3ccccc3oc2=O)cc1	-107	-46	6	-31	3	-6	8	-100	-10
O=C(NCCC1=CCCCC1)C(=O)NCC(c1ccco1)N1CCN(c2ccccc2)CC1 (stereo not given)	12	-6	11	19	5	-9	1	-10	-2
Cc1nnsc1NC(=O)OCC(C)C	4	1	1	-6	-3	-27	-4	-2	-4
COc1ccccc1NC(=O)CN1CCN(CC(=O)Nc2ccc(F)cc2)CC1	-5	-2	-1	-2	5	-11	0	-10	-3
CCCCc1c(C)nc2ccccc2c1SCCC#N	-1	-13	1	-3	3	-22	0	2	-11
O=[N+]([O-])c1cc(C(F)(F)F)ccc1N1CCC(O)CC1	-8	-1	2	-10	-2	-25	-2	-6	-4
CCN(CCn1cccn1)C(=O)c1cc(COc2cccc3cccnc23)on1	4	7	-19	3	-2	-20	1	6	-3
O=C(c1ccccc1)c1ccc(Oc2ncccn2)cc1	0	-1	14	-5	5	-23	-2	-4	3
Cn1cc(CN2CCCC(CNC(=O)c3ccc4c(c3)OCO4)C2)c2ccccc21 (stereo not given)	2	-7	-13	6	6	-25	-2	-15	-1
CCc1noc(C)c1C(=O)Nc1nnc(C2CCCCC2)s1	-4	-7	-1	-1	2	-31	0	-14	9
Cc1ccc(N(CCCCN2C(=O)c3ccccc3C2=O)C(=O)c2cccs2)cc1	1	-21	14	7	-3	-9	0	-3	2
CCN(CC)CC(=O)N1c2ccccc2Oc2c(c(=O)n(C)c(=O)n2C)C1c1cccc([N+](=O)[O-])c1 (stereo not given)	-7	0	11	-3	8	-6	1	-16	-4
CCNS(=O)(=O)c1ccc(CCC(=O)Nc2ccccc2C(=O)OC)cc1	4	-3	-18	33	-2	-6	0	4	-2
COc1cccc(-c2ccc(-c3noc(-c4cccs4)n3)c(OC)n2)c1	2	-16	-69	-17	-3	-20[20 µM]	-25	-66	-3
Cc1ccccc1CSc1nnc(-c2cccs2)n1Cc1ccco1	-5	-7	-2	10	-2	-6[20 µM]	1	7	-5
COc1ccccc1N1C(=O)S/C(=C\c2cc(C)n(C)c2C)C1=O	5	-5	i	5	-1	-10	6	31	-12
